FN deposition inh: fibronectin deposition inhibition. inhibition, % at 12.6 µM. AH1F fibroblasts, Alexa488-fibronectin deposition fluorescence, overnight. AID 743247. hit rate 0.086% among 350,000;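 active = mean inhibition across replicates of 30% or more, regardless of how many single replicates reach that level; inconclusive = mean under 30% yet at least half of replicates reach 30%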;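 also: positive control wells lacked labelled fibronectin entirely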
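Assay system: AH1F fibroblasts assembling fluorescent fibronectin matrix; Amount: 10000 AH1F cells per well; Buffer or medium: DMEM, 2% serum; Probe or stimulus: Alexa488-fibronectin, 24 nM final in well; Doses: single compound dose, delivered by pin transfer; Incubation: 1 h adhesion, overnight exposure; Measured by: fluorescence 485/525 nm; Read-out: fibronectin deposition inhibition.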
PAX8 reporter: lowers PAX8-driven luciferase in RMG-I cells | RMG-I TPO-luciferase reporter, SteadyGlo, 24 h | inhibition, % at 12.6 µM | hit rate 1.2% among 360,000 | AID 652154;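 active = mean replicate inhibition at least 60% with every replicate also reaching 60%; inconclusive = only one of the two criteria is met; inactive = mean below 60% and not all replicates reaching 60%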;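 also: luciferase light reporting Pax8 driven TPO promoter activity; plate controls were median of neutral control wells for no effect and mitoxantrone controls for full effect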
CFTR F508del cor: CFTR F508del correction in bronchial cells. CFBE cells, YFP halide quenching; stimulated with forskolin plus potentiator P3; % fluorescence drop versus neutral controls. AID 720511. activity (quench increase), % at 7.58 µM. hit rate 0.36% among 350,000;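 active = mean added fluorescence quench of at least 8% versus neutral control, with both replicates also reaching 8%; inconclusive = only one of the mean or replicate conditions met; inactive = mean below 8% and not both replicates reaching 8%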;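 also: cells transiently co-express mutant CFTR-F508del with the halide-sensitive YFP; corrector assay measuring rescue of mutant channel to the surface after 24 h compound exposure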
EWS-Fli inh: inhibitors of EWS/Fli oncoprotein transcriptional activity; A673 NR0B1-luciferase reporter, viability-normalised; inhibition, % at 12.6 µM; hit rate 0.67% among 350,000;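 active = mean inhibition of at least 50% after viability correction, with every replicate also passing that limit; inconclusive = mean reaches 50% but only one of two replicates passes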;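 also: firefly luciferase signal divided by Alamar Blue viability fluorescence both relative to DMSO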
GSIS activator: GLuc luminescence reporter in INS-1E cells, primary screen for activators of glucose-dependent secretion of insulin. INS-1E GLuc reporter insulin secretion, 2-3 h. hit rate 0.61% among 370,000. activation, % at 16.6 µM;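 active = lowest replicate activation of at least 40%, so every replicate reaches that level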;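 also: 0% = median of neutral control wells and 100% = median of IBMX positive control wells; some compounds called inactive have numbers as strong as hits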
miR-122 sensor: miR-122 inhibition in Huh7 cells. Huh7 miR-122 Renilla luciferase sensor, 48 h; neutral wells = 0, positive control = 100. activation (reporter increase), % at 12.5 µM. hit rate 0.3% among 340,000;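 active = mean replicate activation score at least 90 and every replicate individually at or above 90; inconclusive = only one of the two criteria met; inactive = neither criterion met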;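 also: higher luciferase means less miR-122 activity so hits act as miR-122 inhibitors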
DENV2 CPE rescue: protects cells from dengue virus 2 cytopathic effect; DENV2-infected cells, cytopathic effect rescue, plate reader; CPE inhibition, % at 9.99 µM; hit rate 1.7% among 350,000; AID 651640; in the data active = CPE inhibition above about 20%, passing the limit was not always enough; inconclusive = no clear call, values can overlap the other calls; tested in BHK-21 cells;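 also: 0% = median of neutral control wells and 100% = median of positive control wells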
An asterisk follows results filed as active; & = joins results of further samples; [ ] = another dose, or the depositor's remark. Random draw from the library; any-hit rate near 3.9%.

For CCOC(=O)[C@]12CCCC=C1N(Cc1ccco1)C(=O)[C@H](CC(=O)NCCc1ccccc1OC)C2 the results were PAX8 reporter 8, CFTR F508del cor 3.2, EWS-Fli inh 15, GSIS activator -34 and DENV2 CPE rescue inconclusive.
For Cc1c(C)n(C)c2ccc(C(=O)NCCCN3CCN(c4ccc(F)cc4)CC3)cc12 the results were FN deposition inh -11, PAX8 reporter 11, CFTR F508del cor -5.1, EWS-Fli inh -12, GSIS activator 2, miR-122 sensor 0 and DENV2 CPE rescue 6.
`COc1ccc(S(=O)(=O)N(CC(=O)NC(C)C)Cc2ccccc2)cc1` gave FN deposition inh -10, GSIS activator 10 and miR-122 sensor 4.
COc1ccc([Si](C)(C)[C@H]2[C@H](CCn3cc([C@H](O)c4ccccc4)nn3)O[C@@]3(C(=O)N(C)c4ccccc43)[C@@H]2C)cc1 was read as PAX8 reporter 9, CFTR F508del cor 3.1, EWS-Fli inh -2 and DENV2 CPE rescue 2.
`CCc1c(C(=O)OCc2ccccc2)[nH]c(C)c1C` gave FN deposition inh 10, PAX8 reporter -105, CFTR F508del cor 1.2, EWS-Fli inh -100 and DENV2 CPE rescue 5.
COc1cccc(CN2CCCCC2C(=O)O)c1 (stereo not drawn) was read as PAX8 reporter 5, CFTR F508del cor -3.0, EWS-Fli inh -2, GSIS activator -1, miR-122 sensor 2 and DENV2 CPE rescue -1.
Screening CCCCN(CC)CCNC(=O)c1cc2c(=O)n(C)c3ccccc3c2s1 returned FN deposition inh -5, PAX8 reporter -10, CFTR F508del cor 1.4, EWS-Fli inh 10, GSIS activator -4, miR-122 sensor -9 and DENV2 CPE rescue -3.
Cc1ccc(NS(=O)(=O)c2ccc3c(c2)CCC(=O)N3)cc1 was read as FN deposition inh 4&3, PAX8 reporter 2&4, CFTR F508del cor -2.0&-1.5, EWS-Fli inh -90&2, GSIS activator -8&15, miR-122 sensor 15&19 and DENV2 CPE rescue inconclusive.
`COc1ccc(C(C#N)=Cc2ccc(OC)c(OC)c2)cc1` gave FN deposition inh 7, PAX8 reporter -49, CFTR F508del cor 0.0, EWS-Fli inh -43, GSIS activator 80*, miR-122 sensor -10 and DENV2 CPE rescue -3.
Screening Cc1cc(N2CCN(c3ccc(C(F)(F)F)cc3[N+](=O)[O-])CC2)c2ccccc2n1 returned FN deposition inh -1, PAX8 reporter 34, CFTR F508del cor 1.5, EWS-Fli inh 30, GSIS activator -34, miR-122 sensor -2 and DENV2 CPE rescue -18.
Screening Cc1ccc2c(c1)N(C(=O)CCC(=O)Nc1ccccc1Cl)CC(C)O2 (stereo not drawn) returned FN deposition inh -1, PAX8 reporter 10, CFTR F508del cor -1.8, EWS-Fli inh -1, GSIS activator -14, miR-122 sensor 0 and DENV2 CPE rescue 8.
Screening Cc1noc(C)c1NC(=O)N(C)C[C@H]1Oc2ccc(NC(=O)NC(C)C)cc2C(=O)N([C@H](C)CO)C[C@@H]1C returned FN deposition inh 7, PAX8 reporter -13&-7, CFTR F508del cor -1.8&-4.7, EWS-Fli inh -5&-12, GSIS activator 4&12, miR-122 sensor -1 and DENV2 CPE rescue -2&-12.
Screening O=C1NC(=S)S/C1=C/c1ccc(Oc2cnccn2)cc1 returned FN deposition inh 3, PAX8 reporter -5, EWS-Fli inh -10, GSIS activator 4 and DENV2 CPE rescue 7.
Screening COc1ccc(CNC(=O)C[C@@H]2C[C@H]3c4cc(NC(=O)CN(C)C)ccc4O[C@H]3[C@@H](CO)O2)cc1 returned PAX8 reporter -3, CFTR F508del cor -1.0, EWS-Fli inh -8, GSIS activator 13, miR-122 sensor -6[16.7 µM] and DENV2 CPE rescue 2.
For CN1c2ccc(-c3cccc(F)c3)cc2[C@H]2[C@H](CCN2C(=O)c2cccc(F)c2)[C@@H]1CO the results were FN deposition inh -1, CFTR F508del cor -0.4, EWS-Fli inh 0, GSIS activator -9 and DENV2 CPE rescue -16.
CCS(=O)(=O)N1CC2(CN(C)[C@@H](CO)c3c2c2ccc(OC)cc2n3C)C1 was read as FN deposition inh 7, CFTR F508del cor 2.3, EWS-Fli inh -7, GSIS activator -7 and DENV2 CPE rescue 10.
For COCCn1c(Cc2ccccc2)nnc1SCC(=O)Nc1oc(C)c2c(C)n[nH]c(=O)c12 the results were FN deposition inh 3, PAX8 reporter 2, CFTR F508del cor -1.1, EWS-Fli inh -4, GSIS activator 25, miR-122 sensor 4 and DENV2 CPE rescue -2.
For Cc1ccc(SCC(=O)NCc2cccnc2)cc1 the results were FN deposition inh -1, PAX8 reporter -16 and miR-122 sensor 11.
For Cc1ccc(NCc2nnc(SCC(=O)N3CCCc4ccccc43)o2)c(C)c1 the results were FN deposition inh 4, PAX8 reporter 19 and miR-122 sensor -4.
CC(=O)c1cc(C#N)c(SCC(=O)OC(C)C)nc1C was read as CFTR F508del cor -2.5, EWS-Fli inh -5, GSIS activator -1, miR-122 sensor 4 and DENV2 CPE rescue 4.
`C[C@H](CO)N1C[C@H](C)[C@@H](CN(C)C(=O)c2ccccc2)OCc2ccccc2-c2ccccc2C1=O` gave FN deposition inh -3, CFTR F508del cor -0.2, EWS-Fli inh -7, GSIS activator 2 and DENV2 CPE rescue 2.
COC(=O)CCCC(=O)N1CCCC(N(C)CCc2ccccc2)C1 (stereo not drawn) was read as FN deposition inh -3, PAX8 reporter -13, CFTR F508del cor -2.6, EWS-Fli inh -11, miR-122 sensor -6 and DENV2 CPE rescue 10.
`COc1ccc2c3c(n(C)c2c1)[C@@H](CO)N(C(=O)C1CCCC1)CC31CN(C(=O)Nc2cccc(F)c2)C1` gave FN deposition inh 28, PAX8 reporter -9, CFTR F508del cor -2.9, EWS-Fli inh 12, GSIS activator -32 and DENV2 CPE rescue 77*.
Screening CS(=O)(=O)c1nc(S(=O)(=O)c2ccc(Cl)cc2)c(N2CCCCC2)s1 returned FN deposition inh 13, PAX8 reporter 22, CFTR F508del cor 0.6, EWS-Fli inh 13, GSIS activator 12, miR-122 sensor 13 and DENV2 CPE rescue -5.
For CN(C)c1ccc(-c2nnc(-c3ccccc3F)o2)cc1 the results were FN deposition inh 15, PAX8 reporter -63, CFTR F508del cor 2.4, EWS-Fli inh 20, GSIS activator 9, miR-122 sensor -4 and DENV2 CPE rescue -5.
NC(N)=Nc1ccc(N=C(N)N)cc1 was read as FN deposition inh -1, PAX8 reporter -29, CFTR F508del cor -0.6, EWS-Fli inh 0, GSIS activator 11 and DENV2 CPE rescue -2.
For COCCNC(=O)C(c1ccc(C)cc1)N(Cc1cccs1)C(=O)CCC(=O)Nc1ccccn1 (stereo not drawn) the results were FN deposition inh -4, PAX8 reporter -9, CFTR F508del cor 2.4, EWS-Fli inh 7, GSIS activator 0 and DENV2 CPE rescue 4.
For CCC(=O)Nc1ccc2c(c1)OC[C@@H](C)N(C(=O)c1cnccn1)C[C@@H](C)[C@@H](OC)CN(C)C2=O the results were FN deposition inh -2, PAX8 reporter -2, CFTR F508del cor 1.9, EWS-Fli inh 1, GSIS activator -7 and DENV2 CPE rescue -4.
Screening COc1ccc(CNC(=O)C2CCC(=O)N2C(C)C)c(OC)c1 (stereo not drawn) returned FN deposition inh -11, PAX8 reporter -8, CFTR F508del cor 0.2, EWS-Fli inh -4, GSIS activator 5 and DENV2 CPE rescue 2.
Screening O=C(COc1ccc(Cl)cc1Cl)N1CCNC1=O returned FN deposition inh 6, PAX8 reporter -18, CFTR F508del cor -1.6, EWS-Fli inh -9, GSIS activator 6, miR-122 sensor -5 and DENV2 CPE rescue 6.
`CC(Cc1nnc(SCC(=O)O)n1N)c1ccccc1` (stereo not drawn) gave FN deposition inh -3, PAX8 reporter 13, CFTR F508del cor -3.2, EWS-Fli inh 1, GSIS activator 15, miR-122 sensor -3 and DENV2 CPE rescue 11.
`CCOC(=O)[C@]12CCCC=C1N(Cc1ccc(Cl)cc1Cl)C(=O)[C@H](CC(=O)N1CCSCC1)C2` gave FN deposition inh -2, PAX8 reporter 9, CFTR F508del cor -2.4, EWS-Fli inh 3, GSIS activator -21 and DENV2 CPE rescue -6.
`CC(=O)Nc1ccc(NC(=O)COC(=O)CCCc2c[nH]c3ccccc23)cc1` gave FN deposition inh 7, PAX8 reporter 2, CFTR F508del cor -1.1, EWS-Fli inh 4, GSIS activator 5 and DENV2 CPE rescue 5.
Screening CCOc1ccc(N2CC(C(=O)Nc3c(C)n(C)n(-c4ccccc4)c3=O)CC2=O)cc1 (stereo not drawn) returned PAX8 reporter 15, CFTR F508del cor 1.2, EWS-Fli inh -14, GSIS activator -1 and DENV2 CPE rescue 8.
For COc1ccc(CNC(=O)C2Cc3c(-c4cccc(C(C)=O)c4)ccnc3O2)cc1OC (stereo not drawn) the results were FN deposition inh 0, PAX8 reporter 9, CFTR F508del cor -0.4, EWS-Fli inh 24, GSIS activator 27, miR-122 sensor 0 and DENV2 CPE rescue -9.
`O=C(COc1ccc(F)cc1F)NNC(=O)Nc1cccc([N+](=O)[O-])c1` gave FN deposition inh 5, PAX8 reporter 7, CFTR F508del cor 3.1, GSIS activator -7, miR-122 sensor 1 and DENV2 CPE rescue -4.
For COc1ccc(NC(=O)CN(C)S(=O)(=O)c2ccc3c(c2)n(C)c(=O)c(=O)n3C)cc1 the results were FN deposition inh 5, PAX8 reporter -27, CFTR F508del cor -0.8, EWS-Fli inh -7, GSIS activator 0, miR-122 sensor -2 and DENV2 CPE rescue 0.
For Cc1ccc(C(=O)N(C)[C@H]2C[C@H]3c4[nH]c5c(-c6ccccc6)cccc5c4CCN3C(=O)[C@H]2[C@H](C)O)cc1 the results were FN deposition inh -5, PAX8 reporter 11, CFTR F508del cor -0.7, EWS-Fli inh -7, GSIS activator -30 and DENV2 CPE rescue 9.
`COc1ccccc1-n1c2c(cc(C(=O)N3CCC(C)CC3)c1=O)C(=O)CC(C)(C)C2` gave FN deposition inh -6, PAX8 reporter 6, CFTR F508del cor 1.3, EWS-Fli inh 8, GSIS activator 1, miR-122 sensor -4 and DENV2 CPE rescue 7.
Screening S=C(NCc1ccco1)Nc1ccc(N2CCOCC2)cc1 returned FN deposition inh -2, PAX8 reporter 3, GSIS activator 2 and miR-122 sensor 2.
Screening CC(C)C[C@H]1CNC(=O)C(=O)N1C[C@@H]1CCCN1C[C@H](Cc1ccccc1)N1C[C@H](Cc2ccccc2)N(CC2CCCCC2)C(=O)C1=O returned PAX8 reporter -9, CFTR F508del cor 0.0, EWS-Fli inh 0, GSIS activator -4 and DENV2 CPE rescue 2.
`O=C(CSc1nc(C(F)(F)F)cc(=O)[nH]1)Nc1ccc2c(c1)OCCO2` gave PAX8 reporter -6, CFTR F508del cor -1.1, EWS-Fli inh -7, GSIS activator 11, miR-122 sensor -5 and DENV2 CPE rescue -2.
For O=S(=O)(c1ccc(N2CCN(Cc3ccc4c(c3)OCO4)CC2)nc1)N1CCOCC1 the results were FN deposition inh 3, PAX8 reporter -8, CFTR F508del cor -0.7, EWS-Fli inh -25, GSIS activator -5 and DENV2 CPE rescue 2.
`CCCCCCCCCCS(=O)(=O)N/N=C/c1ccc([N+](=O)[O-])cc1` gave CFTR F508del cor 1.0, EWS-Fli inh 4, miR-122 sensor -6 and DENV2 CPE rescue 5.

Of the compounds above, these contain a thiophene ring, fused or not:
Screening CCCCN(CC)CCNC(=O)c1cc2c(=O)n(C)c3ccccc3c2s1 returned FN deposition inh -5, PAX8 reporter -10, CFTR F508del cor 1.4, EWS-Fli inh 10, GSIS activator -4, miR-122 sensor -9 and DENV2 CPE rescue -3.
For COCCNC(=O)C(c1ccc(C)cc1)N(Cc1cccs1)C(=O)CCC(=O)Nc1ccccn1 (stereo not drawn) the results were FN deposition inh -4, PAX8 reporter -9, CFTR F508del cor 2.4, EWS-Fli inh 7, GSIS activator 0 and DENV2 CPE rescue 4.
